# VP16 counter – counter-screen for ROR gamma inhibitors: Gal4-VP16 reporter; Potency, µM (series often up to 53.6 µM), without a hit: at the highest dose activity, negative = inhibition, most hits filed as inhibitors; AID 2546; actives 3.5% (n = 310,000); Drosophila S2 Gal4-VP16 UAS-luciferase, luminescence, 20 h;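 further: Gal4-VP16 expression switched on by copper sulfate through the metallothionein promoter; on the % scale 0 is the no-effect control and ±100 the full control effect; nearly all actives have a fitted effect of over 50% in size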
# NPC1 prom act – activators of NPC1 promoter | AID 485313 | actives 2.4% (n = 320,000) | Potency, µM (doses to about 9.22 µM), for inactives: at the top dose activation, most hits filed as activators | Huh7 NPC1 promoter luciferase reporter, 24 h;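 further: % of control where 0% means no effect; nearly all actives have a fitted effect of over 60% in size; reporter is driven by a mutant NPC1 promoter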
#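 Huh7 cells stably carrying NPC1 promoter–luciferase, plated in Opti-MEM with 10% FBS for 2 h, were exposed to compound in DMSO for 24 h at 37 °C; luciferase reagent was added for 10 min and luminescence read.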
# RORgamma inh – inhibitors of mouse ROR gamma transcriptional activity. Drosophila S2 Gal4-RORgamma UAS-luciferase reporter, 20 h. Potency, µM (top dose mostly 53.6 µM), for inactives: at the highest dose activity change, negative = inhibition, hits mostly inhibitors. AID 2551. actives 5.4% (n = 310,000); further: on the % scale 0 is the no-effect control and ±100 the full control effect; nearly all actives have a fitted effect of over 60% in size
#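 Using a luciferase readout, inhibitors were identified by reduced reporter activity in Drosophila cells coexpressing a copper-inducible Gal4–ROR gamma fusion and UAS-driven Photinus luciferase, incubated 20 hr after 700 uM copper sulfate.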
# CXXC DNA block – inhibitors of human MLL CXXC domain-DNA interaction. Q03164. MLL-CXXC / FITC-HOXA9 DNA fluorescence polarization. Potency, µM (doses to about 115 µM), for the others: at the highest dose activity change, negative = inhibition, hits mostly inhibitors. actives 0.037% (n = 290,000); active means well fitted inhibition curve with a large enough effect in the polarisation, with a control signal flat, not every such curve was filed as active; inconclusive means small, poorly fitted or top-dose-only effect, or effect the other way, or a change in a side signal; inactive means no such curve, though single readings can be large or run the other way; the % refers to the polarisation
#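 Steps: dispense CXXC domain solution (7 uM) → pin compounds or unlabeled HOX-A9 DNA control → 5 min ambient → add FLSN-HOX-A9 solution (50 nM) → spin → 30 min ambient → fluorescence polarization. Tris pH 7.5/NaCl/DTT/BSA buffer.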
# BRCA1 expr act – activators of BRCA1 expression | MCF7-BRCA1-FFLuc reporter, luminescence, 48 h; response scale: scaled: vehicle 0%, 10 µM genistein 100% | Potency, µM (highest dose often 46.1 µM), for inactives: top-dose activation, usual class: activators | actives 1.1% (n = 380,000); further: nearly all actives have a fitted effect of over 80% in size; some results filed as inactive show a strong effect at the top dose
#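 Luminescence from a BRCA1-driven firefly luciferase in MCF7 cells was the read-out, taken 15 min after substrate addition following 48 h compound exposure at 37 °C. Data were normalized to a 10 microM genistein control and DMSO vehicle.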
# Rab9 prom act – Rab9 promoter activation; Potency, µM (series often up to 9.22 µM), for inactives: at the highest dose activation, negative = inhibition, hits mostly activators; actives 2.8% (n = 320,000); Huh7 Rab9 promoter-luciferase reporter, luminescence, 24 h; AID 485297; further: % of control where 0% means no effect; nearly all actives have a fitted effect of over 60% in size
#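 Measured in stably transfected Huh7 cells bearing a Rab9 promoter–luciferase construct: 24 h compound treatment at 37 °C, followed by luminescence detection.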
# FLuc counter – inhibits or activates purified firefly luciferase, miR-21 counter-screen; P08659; purified FLuc, Km substrates, luminescence inhibition; Potency, µM (doses to about 57.5 µM), for inactives: at the top dose activity change, negative = inhibition, actives largely listed as inhibitors; actives 6.9% (n = 360,000); AID 588342;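 further: plate controls were vehicle for no effect and reference inhibitor for full effect; nearly all actives have a fitted effect of over 55% in size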
# Target sequence (P08659 whole entry, looked up): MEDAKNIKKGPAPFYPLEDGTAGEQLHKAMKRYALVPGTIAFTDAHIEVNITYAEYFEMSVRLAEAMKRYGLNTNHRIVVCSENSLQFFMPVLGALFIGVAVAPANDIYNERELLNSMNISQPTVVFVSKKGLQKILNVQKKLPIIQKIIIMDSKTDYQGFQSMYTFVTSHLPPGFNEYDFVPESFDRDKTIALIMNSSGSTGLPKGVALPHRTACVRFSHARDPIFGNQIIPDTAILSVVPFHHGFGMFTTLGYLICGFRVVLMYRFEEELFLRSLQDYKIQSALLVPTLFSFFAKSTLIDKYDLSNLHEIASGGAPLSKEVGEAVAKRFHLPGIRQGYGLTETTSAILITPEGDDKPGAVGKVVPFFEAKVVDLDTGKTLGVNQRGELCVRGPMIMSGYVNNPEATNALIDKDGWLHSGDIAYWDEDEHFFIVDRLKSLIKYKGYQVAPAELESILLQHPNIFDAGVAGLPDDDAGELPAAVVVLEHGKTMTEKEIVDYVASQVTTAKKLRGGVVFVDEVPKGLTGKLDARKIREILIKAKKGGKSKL
#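 Biochemical qHTS of compounds, final roughly 60 µM downward over six points, against 10 nM purified firefly luciferase using Km concentrations of substrates (10 uM D-luciferin, 10 uM ATP) in Tris acetate pH 7.5 buffer; luminescence output.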
# MBNL1-CUG inh – inhibitors of human MBNL1 binding to CUG repeat RNA; Potency, µM (doses to about 57.5 µM), without a hit: at the highest dose activity change, negative = inhibition, usual class: inhibitors; TR-FRET MBNL1-His/biotin-(CUG)12 binding, 665/545 ratio; actives 0.036% (n = 280,000); active means well fitted inhibition curve with a large enough effect in the signal ratio, with a control signal flat, not every such curve was filed as active; inconclusive means small, poorly fitted or top-dose-only effect, or effect the other way, or a change in a side signal; inactive means no such curve, though single readings can be large or run the other way; the % refers to the signal ratio; further: on the % scale 0 is the no-effect control and ±100 the full control effect
# Target sequence (Q9NR56 whole entry, looked up): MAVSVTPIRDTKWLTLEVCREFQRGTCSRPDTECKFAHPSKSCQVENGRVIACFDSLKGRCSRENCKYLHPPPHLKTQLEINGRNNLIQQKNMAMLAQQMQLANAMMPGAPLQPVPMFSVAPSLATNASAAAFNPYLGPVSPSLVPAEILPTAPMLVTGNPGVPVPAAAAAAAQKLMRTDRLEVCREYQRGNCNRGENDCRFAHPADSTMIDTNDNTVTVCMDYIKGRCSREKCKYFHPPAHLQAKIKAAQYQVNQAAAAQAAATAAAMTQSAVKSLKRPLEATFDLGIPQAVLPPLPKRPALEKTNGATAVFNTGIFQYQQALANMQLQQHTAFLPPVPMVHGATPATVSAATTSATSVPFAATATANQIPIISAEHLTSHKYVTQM
#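 His-tagged MBNL1 binding to biotinylated (CUG)12 RNA was measured by TR-FRET using terbium anti-His antibody (0.055 ng/ul final) and streptavidin-XL665 (5 nM final). Compounds were titrated 92 nM to 58 uM; 60 min at room temperature.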
# ELG1 genotoxic – genotoxicity induction in ELG1-luciferase HEK293T cells; HEK293T ELG1-luciferase reporter, luminescence, 16 h; Potency, µM (titrated, usually from 46 µM), inactives show at the top dose activity change, positive = activation, actives largely listed as activators; actives 1.3% (n = 330,000); further: % of control where 0% means no effect; nearly all actives have a fitted effect of over 60% in size
#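 Screening used a luciferase reporter fused to human ELG1 in HEK293T cells. Luminescence was read on a CCD plate imager after 16 hr exposure and 30 min ONE-Glo incubation.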
# uPA surface inh – inhibitors of cell surface uPA generation. cell surface uPA generation assay, qHTS. Potency, µM (doses to about 38.3 µM), for the others: top-dose activity change, negative = inhibition, actives largely listed as inhibitors. actives 0.31% (n = 330,000). AID 540303; active means well fitted inhibition curve with a large enough effect; inconclusive means small, poorly fitted or top-dose-only effect; inactive means no such curve, though single readings can be large or run the other way; tested in mouse RAW 264.7 cells; further: on the % scale 0 is the no-effect control and ±100 the full control effect; nearly all actives have a fitted effect of over 55% in size
# p53 reactivator – re-activators of mutant p53; AID 504706; Potency, µM (doses to about 92.2 µM), inactives show top-dose activity change, positive = activation, most hits filed as activators; actives 0.063% (n = 320,000); H1299 p53-A138V BP100-luciferase reporter, luminescence, 24 h; further: % of control where 0% means no effect; nearly all actives have a fitted effect of over 45% in size
#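 p53-null H1299 cells stably carrying temperature-sensitive p53-A138V and a BP100-luciferase reporter were pinned with compounds (4-point, 1:5 series) and held 24 hrs at 37 deg C. Luminescence was read 10 min after detection reagent.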
# Numbers without * were called inactive; ? = inconclusive; / = not tested or not shown; [ ] = remark or other dose. Unless noted, the call rests on the fitted dose curve; in most records, active means well fitted curve in the direction sought with a large enough effect; inconclusive means small, poorly fitted or top-dose-only effect, or another doubt; inactive means no such curve, though single readings can be large; an effect the other way counts as inactive or inconclusive. Potency means the concentration at half of the fitted maximal effect. Only part of the results is shown (hit frequency here may not be typical).
# The opening three entries as a preview:
SMILES,VP16 counter,NPC1 prom act,RORgamma inh,CXXC DNA block,BRCA1 expr act,Rab9 prom act,FLuc counter,MBNL1-CUG inh,ELG1 genotoxic,uPA surface inh,p53 reactivator
COc1cc(OC)c(OC)cc1CNCc1ccc2c(c1)OCO2,-3%,0%,-17%,1%,1%,8%,0%,-6%,-12%,2%,6%
Cc1cc(C)cc(NC(=O)COc2ccc3c(C)c(Cc4ccccc4)c(=O)oc3c2)c1,-12%,-6%,45%,-3%,/,-3%,-1%,0%,8%,/,1%
COc1ccc(/C=C2\CCC/C(=C\c3ccc(OC)c(OC)c3OC)C2=O)c(OC)c1OC,0%,1%,12%,7%,-58%,1%,1%,3%,0%,3%,-3%

# This part in full (from the top)
SMILES,VP16 counter,NPC1 prom act,RORgamma inh,CXXC DNA block,BRCA1 expr act,Rab9 prom act,FLuc counter,MBNL1-CUG inh,ELG1 genotoxic,uPA surface inh,p53 reactivator
COc1cc(OC)c(OC)cc1CNCc1ccc2c(c1)OCO2,-3%,0%,-17%,1%,1%,8%,0%,-6%,-12%,2%,6%
Cc1cc(C)cc(NC(=O)COc2ccc3c(C)c(Cc4ccccc4)c(=O)oc3c2)c1,-12%,-6%,45%,-3%,/,-3%,-1%,0%,8%,/,1%
COc1ccc(/C=C2\CCC/C(=C\c3ccc(OC)c(OC)c3OC)C2=O)c(OC)c1OC,0%,1%,12%,7%,-58%,1%,1%,3%,0%,3%,-3%
CCc1nc(Nc2cccc(OC)c2)c2oc3ccccc3c2n1,-1%,5%,9%,-3%,11%,-1%,?,?,-9%,-6%,2%
COc1cccc(CN2CCN(C(=O)c3oc4c(F)cccc4c3C)CC2=O)c1,-10%,-4%,-5%,-5%,15%,-1%,1%,2%,0%,8%,/
Cc1nn(-c2ccc(F)cc2)c2nc(N)c(C#N)c(-c3ccc(O)c(O)c3)c12,-9%,1%,-2%,15%,-85%[inhibitor],-1%,?,-4%,-5%,-5%,2%
CCn1c(/C=N/NC(=O)c2ccc(OC)cc2)nc2ccccc21,-93%,0%,?,1%,-50%,3%,13µM*,12%[11.5 µM],-4%,-6%,3%
O=C(NCC1CCCO1)Nc1ccc2c(c1)OCO2 (configuration not stated),2%,25%,-11%,3%,85%,?,?,-9%,?,-4%,8%
CN(Cc1ccno1)C(=O)CC1C(=O)NCCN1CC(c1ccccc1)c1ccccc1 (configuration not stated),2%,2%,-2%,5%,-51%,0%,0%,-2%,4%,1%,-1%
CCCCC(=O)Nc1ccccc1C#N,-1%,0%,0%,0%,-2%,-7%,1%,-10%,1%,3%,-4%
CC(C)c1ccc2c(c1)C(=O)NC(C)(C)C2,12%,2%,38%,-1%,7%,1%,?,8%,5%,-2%,5%
CN(C(=O)CCN1C(=O)C2C3C=CC(C3)C2C1=O)c1ccccc1 (configuration not stated),7%,-3%,-20%,4%,15%,-5%,-2%,-9%,-1%,15%,-11%
CC1(C)C(=O)C2(CCCCC2)C(=O)OC1c1ccc(O)cc1 (configuration not stated),-1%,-2%,19%,-2%,0%,-6%,3%,4%,0%,/,-4%
Cc1cc2ccccc2n1CCNC(=O)C(C)Oc1ccccc1 (configuration not stated),?,3%,7.1µM*,-14%,-5%,0%,3%,-1%,28%,14%,-6%
O=C1N=C(c2ccccc2)S/C1=C\c1cccs1,16%,24%,?,34%[activator],-15%,19%,3.8µM*,26%,?,0%,23%
CC(C)C(=O)NCCc1nc2ccccc2n1CCOc1ccccc1,8%,-2%,18%,1%,-4%,-1%,2%,-10%,-3%,-1%,-15%
COc1ccc(CNC(=O)C2CCN(S(=O)(=O)c3ccc(SC)cc3)CC2)cc1,-15%,4%,32%,1%,-12%,-6%,1%,-17%,-17%,4%,-6%
COc1cc2c(cc1OC)C(SC)=NC(C)(C)C2,-8%,-3%,15%,12%,-14%,0%,0%,?,1%,?,-23%
CCc1ccc(-c2nn(-c3ccccc3)cc2C2SCC(=O)N2Cc2ccco2)cc1 (configuration not stated),9%,-2%,33%,-7%,-17%,2%,-1%,5%,-16%,6%,1%
CCOc1cc(NC(=S)NCC2CCCO2)c(OCC)cc1NC(=O)c1cccc(C)c1 (configuration not stated),11µM*,-2%,4.5µM*,3%,-92%[inhibitor],3%,-2%,2%,-3%,0%,-6%
CC(C)NC(=O)CCc1nc2cccnc2n1-c1ccccc1,-5%,-5%,0%,11%,8%,-7%,-1%,-1%,1%,3%,-3%
C=CCC1(CC=C)CCCN1C(=O)c1cc(COc2ccc(F)c(F)c2)on1,?,0%,9%,29%,0%,1%,1%,-8%,-10%,2%,19%
CC(=O)Nc1ccc(CN2CCN(Cc3ccc(C)cc3)C(CCO)C2)cc1 (configuration not stated),-11%,2%,0%,-7%,10%,-3%,1%,-6%,1%,20%,2%
COCC(C)NC(=O)C1CC(=O)N(c2ccc(C)cc2)C1 (configuration not stated),3%,0%,0%,4%,4%,18%,0%,-10%,1%,/,7%
C[n+]1ccc(/C=C/c2cccs2)cc1,-14%,-22%,34%,-7%,3%,-38%[inhibitor],3%,?,-10%,-7%,2%
CC(=O)Nc1ccc(S(=O)(=O)N2CCN(C(=O)N3CCCCCC3)CC2)cc1,/,9%,-18%[0.365 µM],-3%,-16%,-2%,-2%,0%,9%,-2%,-4%
CCCCNC(=O)CCn1c(=O)c2ccccc2n(Cc2ccc(F)cc2)c1=O,0%,-1%,19%[10 µM],3%,-27%,-5%,-1%,/,-1%,-1%,6%
Cc1ccc(CNC(=O)CCCn2c(=O)[nH]c3ccccc3c2=O)cc1,-2%,-6%,-11%,-1%,0%,1%,2%,-11%,0%,-1%,-20%
NC(=O)c1cc[n+](CC2=C(C(=O)O)N3C(=O)[C@@H](NC(=O)C(c4ccccc4)S(=O)(=O)[O-])[C@H]3SC2)cc1 (some centres not stated),-10%,0%,-15%,-2%,-16%,0%,5%,4%,-1%,2%,0%
O=C(NCc1cccc(Cl)c1)c1ccc(-c2csnn2)cc1,-11%,-5%,16%,-1%,-2%,0%,0%,-2%,1%,0%,-4%
CCN1CCN(C(=O)c2ccc(CS(=O)Cc3ccc(C)cc3)o2)CC1 (configuration not stated),-10%,2%,-13%,1%,14%,0%,0%,-1%,2%,-3%,-8%
CCOC(=O)N1CCN(C(=O)c2cn(CCOC)c(=O)c3c2c2ccccc2n3C)CC1,2%,0%,24%,-2%,-5%,2%,0%,7%,-1%,0%,-8%
Cc1c(OC(=O)c2ccc([N+](=O)[O-])cc2)c2c(c[n+]1C)COC(C)(C)OC2,-2%,-5%,-3%,0%,-5%,-3%,1%,?,2%,0%,-2%
Cc1ccc(S(=O)(=O)N(C)CC(=O)Nc2ccccc2)cc1,12%,-4%,9%,15%,6%,-1%,5%,3%,3%,-1%,-4%
O=C(CCCN1C(=O)/C(=C/c2ccccc2Cl)SC1=S)N1CCCC1,-2%,-12%,8.9µM*,1%,-45%,-26%,?,?,1%,?,/
CCOC(=O)CNC(=O)CSc1nc2nc(C)c(Br)cc2[nH]1,0%,-1%,6%,5%,-37%,0%,6%,0%,4%,1%,?
C/C(CC(=O)Nc1ccc2c(c1)OCCO2)=N\NC(=O)Cc1ccc(Cl)cc1,-6%,-4%,18%,5%,-10%,-1%,1%,0%,5%,11%,2%
O=C(CSc1nnc(-c2ccncc2)n1Cc1ccccc1)NC1CCCc2ccccc21 (configuration not stated),7%,0%,18%,?,-10%,-3%,4%,-21%,-2%,2%,-5%
CCOC(=O)c1cc(NC(=O)c2cccs2)ccc1N1CCOCC1,-15%,-3%,2%,-2%,-8%,-2%,-3%,-10%,-4%,4%,-6%
Cc1ccc(-n2c(SCC(=O)Nc3ccc4c5c(cccc35)CC4)nc(O)cc2=O)cc1,13%,0%,54%,11%,-2%,2%,-1%,/,-4%,17%,-15%
CCOc1cc(-c2nc3n(c(=O)c2C#N)CCS3)ccc1O,-2%,-1%,-12%,-2%,4%,-9%,0%,?,3%,?,-4%
O=C(/C=C/c1ccc(Cl)c(Cl)c1)N1CCc2ccccc21,6%,3.2µM*,37%,5%,?,2.8µM*,?,7%,?,1%,?
O=C(CSC(=S)N1CCCC1)NCCc1ccccc1,/,-2%,/,/,48%,-3%,-1%,/,0%,5%,2%
Cc1cc(Br)ccc1SCC(=O)OCC(=O)NC1CC1,-5%,-3%,6%,3%,14%,2%,-4%,/,2%,3%,11%

# From PubChem BioAssay
